GPR35 arrestin U2OS: GPR35 antagonists blocking zaprinast-driven arrestin recruitment, primary screen, imaging, U2OS, beta-arrestin-GFP, zaprinast agonist (AID 2058) | U2OS GPR35 beta-arrestin-GFP translocation imaging, zaprinast antagonism; higher % means a stronger effect | G-protein coupled receptor 35 (Homo sapiens) | inhibition, % at 10 µM, or IC50 in µM where a hit was titrated | 0.052% of 290,000 active;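 active = inhibition of at least 50% with at least 30 cells and total cytoplasm GFP at most 10,000,000; inconclusive = under 30 cells or total GFP of 10,000,000 plus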
RSV antiviral HEp-2: RSV antiviral activity via CPE protection, HEp-2 cells, primary 10 µM value included (AID 2391); HEp-2 cells, RSV-induced CPE inhibition; higher % means a stronger effect; CPE inhibition, % at 10 µM; hits with a dose series show IC50 in µM; 0.13% of 310,000 active; in the data active = a potency from the dose series; inconclusive = CPE inhibition mostly from about 23% at the one dose, without a potency; inactive = the rest, 99 in 100 with CPE inhibition below about 21%; note: strong numbers were not always called active
UTI89 phage lysis: inhibition of K1F phage lysis, E. coli UTI89, bacterial capsule biogenesis inhibitors, alamar blue (AID 488966); E. coli UTI89 K1F phage lysis, alamar blue, 2 h; higher % means a stronger effect; inhibition, % at 100 µM, or IC50 in µM where a hit was titrated; 0.02% of 340,000 active;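 active = phage lysis inhibition, versus mean bacterial control, above a set limit; inconclusive = no clear call, values can overlap the other calls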;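 note: capsule biogenesis inhibitors block K1F phage lysis so surviving cells raise fluorescence; higher fluorescence means more inhibition of phage lysis; actives were called in the ten point dose series up to 300 µM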
AID2073: inhibitors of Mint1-CaV2.2 protein interaction, biochemical, HTRF (AID 2073); Voltage-dependent N-type calcium channel subunit alpha-1B (Homo sapiens); HTRF protein-protein interaction, Mint1-CaV2.2; higher % means a stronger effect; inhibition, % at 20 µM; hits with a dose series show IC50 in µM; 0.19% of 290,000 active; in the data active = inhibition mostly above about 51%, no sharp cut-off; inconclusive = no clear call, values can overlap the other calls; inactive = mostly below about 53%; note: some results filed as inactive read as strong as hits
LYP phosphatase: inhibitors of LYP phosphatase, biochemical, fluorescence intensity, uHTS (AID 1779); recombinant LYP phosphatase, fluorescence intensity; higher % means a stronger effect; 0.054% of 290,000 active; inhibition, % at 11.5 µM; hits with a dose series show IC50 in µM; Tyrosine-protein phosphatase non-receptor type 22 (Homo sapiens); in the data active = inhibition above about 50%;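 note: plate controls were vehicle with enzyme for no effect and no enzyme for full effect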
NTR1 ag: agonists of NTR1, primary screen, imaging, U2OS cells, beta-arrestin-GFP, high content (AID 493036); Neurotensin receptor type 1 (Homo sapiens), P30989; NTR1-U2OS beta-arrestin-GFP spot imaging, agonist mode; 0.17% of 330,000 active; activation, % at 20 µM;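 active = activation at or above 40% of the spot to cytoplasm intensity ratio, with at least 20 cells analyzed; inconclusive = wells under 20 cells, flagged as cytotoxic or low count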;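 note: 0% = DMSO without peptide and 100% = 100 nM NTR1 peptide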
Target sequence (P30989 whole entry, looked up): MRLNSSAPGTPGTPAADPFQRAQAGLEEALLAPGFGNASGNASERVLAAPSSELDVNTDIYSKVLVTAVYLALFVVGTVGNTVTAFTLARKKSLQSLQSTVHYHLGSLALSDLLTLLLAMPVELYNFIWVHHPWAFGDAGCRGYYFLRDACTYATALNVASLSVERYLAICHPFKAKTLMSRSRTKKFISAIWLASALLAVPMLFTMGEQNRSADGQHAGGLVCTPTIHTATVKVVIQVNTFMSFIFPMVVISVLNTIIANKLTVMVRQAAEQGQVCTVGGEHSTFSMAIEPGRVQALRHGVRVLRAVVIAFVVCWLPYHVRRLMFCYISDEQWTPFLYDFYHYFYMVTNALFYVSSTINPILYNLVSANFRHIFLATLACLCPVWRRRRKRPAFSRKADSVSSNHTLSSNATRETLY
Autophagy HCS: autophagy modulators in MEF cells, primary screen, imaging, high-content, MEF GFP-LC3. MEF GFP-LC3 puncta imaging; test concentration mostly 10 µM. calls only at 10 µM (by protocol). 0.98% of 190,000 active. AID 463193, 2010;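 active = percentage of spot-positive cells more than 3 SD above its plate mean, without a fluorescence outlier flag or 80% toxicity; inconclusive = no clear call, values can overlap the other calls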;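 note: spot-positive cell cutoff set from DMSO-treated cells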
WT yeast gro inh: growth inhibition of WT strain, primary screen, mitochondrial fusion inhibitor project, WT and mutant strains, chemical genetic; mitochondrial fusion phenotypic screen; inhibition, % at 10 µM; 2.1% of 190,000 active; in the data active = inhibition above about 58%; tested in S. cerevisiae
NS5 inhibitors: Dengue-2 NS5 methyltransferase inhibitors, primary screen, biochemical, confirmation dose response (AID 588689); Genome polyprotein (Dengue virus type 2 (strain 16681-PDK53)); 0.3% of 340,000 active; one-dose inhibition, % at 25 µM; IC50 in µM for titrated hits; Dengue-2 NS5 methyltransferase capping enzyme assay, biochemical; higher % means a stronger effect; in the data active = a potency from the dose series; inconclusive = inhibition above about 29% without an active follow-up result
WT yeast gro inh mutant strain: recorded beside WT yeast gro inh, whose call it bears; inhibition, %; mitochondrial fusion phenotypic screen, mutant strain inhibition
Autophagy HCS cell loss 18 h: further read-out of Autophagy HCS, marked with its call; toxicity, %; measured here: cell loss, nuclei count;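 cell loss after 18 h compound exposure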
NTR1 ag cell count 20 µM: further read-out of NTR1 ag, marked with its call; cell count; measured here: cell count, cytotoxicity flag
Starred values were filed as active, the others as inactive; i = inactive; ? = inconclusive; . = no result given; + = active, no number; [ ] = another dose, or the depositor's remark. Compounds were not picked by outcome; overall some 2.6% were active at least once.

SMILES	GPR35 arrestin U2OS	RSV antiviral HEp-2	UTI89 phage lysis	AID2073	LYP phosphatase	NTR1 ag	NTR1 ag cell count 20 µM	Autophagy HCS	Autophagy HCS cell loss 18 h	WT yeast gro inh	WT yeast gro inh mutant strain	NS5 inhibitors
O=C(Nc1nnc(C2CCCCC2)s1)c1ccc(Br)s1	5%	2.1%	3.8%	9%	4%	5.7	44	i	9	18	9	-8%
CC(NC(=O)c1ccc(F)cc1)c1ccc2c(c1)CCCC2 (centres undefined)	17%	1.4%	0.8%	-13%	-4%	1.0	55	i	5	6	-6	5%
COc1cccc(-c2nc(CS(=O)(=O)CC(=O)NCc3ccc(Cl)cc3)c(C)o2)c1	9%	2.2%	-1.8%	28%	-6%	0.8	58	.	.	13	-2	1%
O=[N+]([O-])c1cc2c(cc1/C=N/Nc1nc(Nc3ccccc3)nc(N3CCCCC3)n1)OCO2	-5%	5.0%	-0.3%	16%	5%	4.8	90	+	-25*	10	9	1%
CCc1nc(SCC(=O)N2c3ccccc3Sc3ccccc32)c2ccccc2n1	-2%	2.0%	0.3%	12%	-2%	7.0	67	i	9	13	20	-1%
O=C1NC(Nc2nc3ccccc3s2)(C(F)(F)F)C(=O)N1C1CCCCC1 (centres undefined)	11%	4.2%	0.3%	-1%	0%	30	52	i	32	69*	16*	0%
O=C(CCS(=O)(=O)c1ccccc1)N(CCCN1CCOCC1)c1nc2ccc(F)cc2s1	.	1.6%	7.4%	.	.	26	58	.	.	.	.	-17%
COC(=O)/C=C1\SC(=NC(=O)c2cccc(Cl)c2)NC1=O	10%	1.5%	-2.0%[50 µM]	-20%	0%	-0.5	69	i	8	1	-3	-11%
Cc1cccc(C(=O)Nc2cc(NC(=O)c3cccs3)ccc2C)c1	-2%	3.3%	0.2%	15%	-6%	1.0	59	.	.	.	.	1%
COc1ccc2c(c1)O[C@@H](c1cccc(C(F)(F)F)c1)[C@H](OC(=O)Nc1ccc(OC(F)F)cc1)C2=O	-6%	5.6%	.	9%	4%	9.9	91	i	-48	36	-12	.
Cc1noc(C)c1C(=O)N1CCN(C(=O)c2sc3cc(Cl)ccc3c2Cl)CC1	-4%	11%	i	1%	1%	1.6	49	i	-4	11	1	-9%
COC(=O)c1c[nH]n2c(=O)c(Cc3ccc(F)cc3Cl)c(C)nc12	18%	1.1%	-0.3%	4%	-11%	1.6	88	i	-23	6	9	2%
O=S(=O)(c1ccc(Cl)cc1)N1CCN(CCc2ccccc2)CC1	7%	1.3%	-0.2%	0%	-5%	6.4	58	.	.	.	.	-3%
Cc1cccc(NC(=S)NCc2ccco2)n1	-6%	1.0%	0.3%	6.9µM*	-5%	5.4	45	i	-7	1	-7	-10%
c1ccc(C2=NNC(c3ccccn3)=NN2)nc1	5%	4.2%	0.3%	0%	-5%	2.4	89	.	.	.	.	-2%
C=C1CCN([C@H](C(=O)NCc2ccc(Cl)cc2)C(C)C)S(=O)(=O)c2ccccc21	-6%	-1.6%	0.3%	-2%	-7%	-1.1	42	.	.	.	.	-9%
CCOC(=O)N1CCC(=NNC(=O)c2ccccc2F)CC1	6%	0.9%	-1.3%	10%	-12%	.	.	i	-20	10	-5	-1%
COc1cccc(/C=C/C(=C2/C(=O)N(c3ccccc3)N=C2C)c2ccc(C)cc2)c1OC	13%	7.7%	4.6%	-2%	-1%	6.7	71	i	-9	0	1	-3%
COc1ccc(NC(=O)CC2C(=O)N(C)C(=S)N2Cc2cccs2)cc1 (centres undefined)	-7%	0.4%	4.5%[50 µM]	-13%	-2%	0.8	73	i	-7	8	3	4%
O=S(=O)(NCc1ccc(Cl)cc1)NCc1ccc(Cl)cc1	2%	0.2%	0.3%	?	-9%	-0.3	80	.	.	.	.	-3%
CC(=O)Nc1ccc(S(=O)(=O)NC2(C(F)(F)F)C(=O)Nc3c2c(=O)[nH]c(=O)n3Cc2ccco2)cc1 (centres undefined)	-8%	0.7%	0.5%	2%	-3%	0.0	39	i	15	14	-5	8%
O=C(/C=C/c1ccc(Cl)cc1)N(Cc1ccccc1)c1ccccn1	7%	1.0%	0.1%	23%	-2%	0.0	87	i	-1	24	-12	-4%
COc1ccc(C2=NN3C(C2)c2ccccc2OC3c2cccs2)cc1 (centres undefined)	1%	0.9%	0.4%	19%	-8%	-0.6	51	i	-5	4	-5	-9%
O=S(=O)(c1cccs1)N1CCN(c2ccnc3cc(Cl)ccc23)CC1	-10%	46%	.	-10%	-3%	8.4	42	.	.	.	.	.
COc1ccc(CN2CCN(Cc3ccco3)CC2)cc1	13%	0.6%	-0.1%	14%	-6%	0.9	39	.	.	.	.	-5%
C/C(=N\NC(=O)CCCNc1cccc(C)c1)c1ccncc1	7%	-1.2%	0.1%	-11%	-1%	-1.8	31	i	26	-20	-8	-3%
CCOc1ccc(-c2ccc(NS(=O)(=O)c3ccc([N+](=O)[O-])cc3)cc2)nn1	0%	9.7%	-0.4%	4%	-9%	-0.4	66	.	.	.	.	0%
O=C(NCc1ccco1)c1ccc([N+](=O)[O-])cc1Cl	2%	1.8%	-0.2%	11%	-11%	0.5	50	.	.	.	.	-8%
C#CCOCCOCCOCCNc1nc(N2CCN(C(=O)[C@H](CCCCN)n3cc([C@@H](N)CC(C)C)nn3)CC2)nc(N2CCN(C(=O)[C@H](CCCCN)n3cc([C@@H](N)CC(C)C)nn3)CC2)n1	-7%	0.9%	2.0%	18%	-13%	3.1	69	i	1	-16	-7	-8%
COC(=O)CCC(=O)CN	-1%	-1.4%	1.1%	1%	-2%	0.0	63	i	19	-9	-19	-2%

Entries listed so far marked active in AID2073:
Molecule,GPR35 arrestin U2OS,RSV antiviral HEp-2,AID2073,LYP phosphatase,WT yeast gro inh mutant strain,NS5 inhibitors
Cc1cccc(NC(=S)NCc2ccco2)n1,-6%,1.0%,6.9µM*,-5%,-7,-10%

(list continues)
SMILES	GPR35 arrestin U2OS	RSV antiviral HEp-2	UTI89 phage lysis	AID2073	LYP phosphatase	NTR1 ag	NTR1 ag cell count 20 µM	Autophagy HCS	Autophagy HCS cell loss 18 h	WT yeast gro inh	WT yeast gro inh mutant strain	NS5 inhibitors
COc1ccc2c(=O)c3ccccc3oc2c1	8%	6.1%	8.0%	6%	-12%	0.7	89	.	.	.	.	1%
Cc1ccc(-c2nnn(CC(=O)N(CCN3CCOCC3)C(C(=O)NC(C)(C)C)c3ccc(C)o3)n2)cc1 (centres undefined)	5%	-0.2%	-0.5%[50 µM]	9%	-5%	0.7	71	.	.	.	.	-10%
Cc1c(C=O)c2ccccc2n1CC(=O)NC(C)c1ccccc1 (centres undefined)	-5%	3.1%	-1.7%	0%	-1%	-0.2	40	i	18	-6	-16	-1%
O=c1oc(/C=C/c2ccccc2)nc2sc3c(c12)CCC3	3%	40µM*	-4.4%	9%	1%	4.3	84	i	-1	-7	7	?
Cn1c(=O)n(CCc2ccccc2)c2ccccc21	-1%	1.5%	-0.8%	-6%	-9%	1.3	56	.	.	.	.	-12%
CN(C)C(CNc1ccc([N+](=O)[O-])cc1C#N)c1ccccc1 (centres undefined)	2%	-0.3%	0.2%	-17%	1%	-1.8	62	i	12	14	13	-6%
Cc1c(Cl)cccc1NC(=O)Cn1c(-c2ccc(F)cc2)noc1=O	17%	-1.4%	0.5%	-12%	0%	-0.2	31	i	0	-5	-10	-3%
Cc1cc(C)cc(NC(=O)CN2CCN(CCN=CC3=C(O)CC(C)(C)CC3=O)CC2)c1	17%	-0.8%	0.5%	14%	2%	-0.3	49	i	-13	-10	2	-8%
CCN(CC)C(=O)Cn1cc(C(=O)C(=O)NCCCN2CCOCC2)c2ccccc21	0%	0.5%	-0.1%[50 µM]	-1%	-4%	0.3	56	.	.	.	.	1%
Cc1ccccc1OCc1nnc(SCC(=O)Nc2c(C)n(C)n(-c3ccccc3)c2=O)n1-c1ccccc1	-13%	2.5%	0.3%	-11%	-3%	0.0	71	i	1	-6	-21	-10%
COc1ccccc1N=C1SC(C)CN1C(=O)C1CCC1 (centres undefined)	4%	6.8%	.	10%	-5%	-2.3	96	i	27	21	19	.
COc1ccc(NC(=O)CN(C)C(=O)CNC(=O)c2ccc(C)s2)cc1	.	-1.0%	1.2%[50 µM]	.	.	-0.8	57	.	.	.	.	-1%
O=C(COC(=O)c1cc([N+](=O)[O-])ccc1N1CCOCC1)NCc1ccc(F)cc1	-5%	1.4%	-0.2%	-3%	-3%	0.5	58	.	.	.	.	-3%
O=C(CC(=O)NC1CCCCC1)N/N=C/c1ccccc1Cl	8%	1.0%	0.5%	11%	-8%	-1.4	63	i	-22	15	-3	3%
O=C(NCCc1c[nH]c2ccccc12)C(=O)NCC1CCCO1 (centres undefined)	-2%	0.0%	-0.5%	-1%	-5%	-0.1	40	i	4	-15	8	1%
CC(=O)Nc1ccc(NC(=O)/C(Cl)=C/c2ccccc2)cc1	8%	1.9%	0.2%	-7%	-8%	-0.2	70	i	12	5	-4	-4%
CCOC(=O)C1C(C(=O)Nc2cccc(C(F)(F)F)c2)C1C(=O)NC(C)C (centres undefined)	2%	-0.5%	3.7%	-1%	-7%	-0.9	42	i	1	9	11	-1%
Nc1cc(=O)[nH]n1C1CCCCC1	-5%	-0.1%	0.5%	-4%	-10%	-0.3	48	+	-0.5*	3	-3	-4%
CCOc1cccc(C(=O)Nc2ccc3oc(Cc4ccc(Cl)cc4)nc3c2)c1	-27%	7.7%	3.1%	4%	-6%	1.3	36	i	11	59*	36*	1%
C/C(=N\O)c1ccc(Cl)cc1Cl	-4%	3.1%	1.3%	3%	-4%	0.3	44	.	.	.	.	-5%
O=C(CCc1nnc(C2CCCCC2)o1)N1CCCCC1CCn1cccn1 (centres undefined)	3%	-0.4%	-0.5%	-7%	-4%	-1.5	42	i	-9	7	-13	0%
N#C/C(=N\Nc1ccccc1)C(N)=S	13%	5.2%	-1.1%	-32%	-3%	-0.5	64	.	.	.	.	-12%
COc1ccccc1S(=O)(=O)N1CCN(S(=O)(=O)c2ccccc2C#N)CC1	-17%	0.1%	1.6%	-1%	-7%	-1.2	53	.	.	.	.	2%
CCOc1cc(C(=S)N2CCOCC2)ccc1OC	3%	2.6%	6.0%	8%	-4%	-0.7	46	i	3	-10	6	-3%

Single values from the entries so far:
CCN(CC)C(=O)Cn1cc(C(=O)C(=O)NCCCN2CCOCC2)c2ccccc21 in LYP phosphatase = -4%
Cc1cc(C)cc(NC(=O)CN2CCN(CCN=CC3=C(O)CC(C)(C)CC3=O)CC2)c1 in GPR35 arrestin U2OS = 17%

Screens as filed in PubChem BioAssay.
